# NPSR antagonist – antagonists of human neuropeptide S receptor cAMP signaling | Q6W5P4 | CHO-NPSR cells, cAMP TR-FRET, antagonist mode | Potency, µM (doses to about 38.3 µM), without a hit: at the top dose activity change, negative = inhibition, usual class: inhibitors | 1% of 220,000 active | AID 1461; further: potency means the concentration at half of the fitted maximal effect; on the % scale 0 is the no-effect control and ±100 the full control effect; nearly all actives have a fitted effect of over 50% in size; many of its hits are not listed in these tables
# Target sequence (Q6W5P4 whole entry, looked up): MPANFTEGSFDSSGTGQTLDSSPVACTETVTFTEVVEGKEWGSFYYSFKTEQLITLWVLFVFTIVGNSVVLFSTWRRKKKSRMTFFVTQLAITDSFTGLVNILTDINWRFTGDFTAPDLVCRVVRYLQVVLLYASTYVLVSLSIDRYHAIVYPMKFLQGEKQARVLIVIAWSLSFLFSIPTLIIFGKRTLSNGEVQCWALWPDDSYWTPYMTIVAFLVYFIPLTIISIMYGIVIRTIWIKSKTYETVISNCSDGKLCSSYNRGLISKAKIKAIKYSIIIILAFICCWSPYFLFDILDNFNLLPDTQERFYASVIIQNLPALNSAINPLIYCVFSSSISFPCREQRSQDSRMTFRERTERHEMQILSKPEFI
# TRb SRC2 PPI – inhibitors of human thyroid hormone receptor beta-SRC2 interaction. P10828. TRbeta-SRC2 peptide binding, fluorescence polarization; receptor liganded with 1 µM T3. Potency, µM (series often up to 106 µM), without a hit: at the top dose activity change, negative = inhibition, most hits filed as inhibitors. 0.065% of 280,000 active. AID 1469;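 further: potency means the concentration at half of the fitted maximal effect; plate controls were bound peptide for no effect and peptide without receptor for full effect; nearly all actives have a fitted effect of over 50% in size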
#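 Fluorescence polarization of 20 nM Texas Red SRC2 peptide (20-aa NR interaction domain) bound to 0.6 uM human TRb ligand-binding domain, with 1 uM T3, after 5 hr at ambient temperature; inhibition seen as decreased polarization.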
# Tau fluor cs – counter-screen for tau fibril formation inhibitors; Potency, µM (series often up to 57.7 µM), for inactives: at the top dose activity change, negative = decrease; tau K18 P301L (four-repeat tau fragment) Alexa594 fluorescence, heparin fibrillization; 0.93% of 280,000 active; AID 1463; further: potency means the concentration at half of the fitted maximal effect; on the % scale 0 is the no-effect control and ±100 the full control effect; nearly all actives have a fitted effect of over 55% in size
#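 Human K18 P301L tau (15 uM unlabeled plus 0.24 uM Alexa 594-labeled, final) in 100 mM sodium acetate pH 7 was mixed with compound and 20 uM heparin and incubated 6 hr at 37 C.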
# Epigenetic derep – derepresses silenced GFP reporter in murine cells. murine LDR cells, GFP reporter derepression, 30 h. Potency, µM (highest dose often 53.9 µM), for inactives: top-dose GFP activation, most hits filed as activators. 0.2% of 280,000 active; further: potency means the concentration at half of the fitted maximal effect; % of control where 0% means no effect; nearly all actives have a fitted effect of over 60% in size
#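 GFP-positive cell count by laser-scanning cytometry (objects 20–120 um) after 30 h, 37 C compound exposure of murine LDR cells; reporter is CMV-GFP integrated at a silenced locus, inducible by HDAC or DNMT inhibitors.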
# TexasRed fluor – Texas Red fluorescence interference in TRb-SRC2 counter-screen; TRb/SRC2 Texas Red total fluorescence interference; 0.29% of 280,000 active; Potency, µM (top dose mostly 106 µM), for the others: at the top dose fluorescence change, negative = quenching; active means well fitted curve in either direction with a large enough effect; inconclusive means small, poorly fitted or top-dose-only effect; further: potency means the concentration at half of the fitted maximal effect; on the % scale 0 is the no-effect control and ±100 the full control effect
#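 Flags fluorescent or light-absorbing compounds by total fluorescence, S + 2P, at 555 nm excitation and 632 nm emission. Mixture: 20 nM Texas Red SRC2 peptide, 0.6 uM human TRb LBD, 1 uM T3, 5% DMSO; compound exposure 5 h at ambient temperature.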
# CBFb-RUNX1 inh – blocks binding between human CBF-beta and RUNX1; Q01196+Q13951; AlphaScreen CBFb-His/RUNX1-biotin binding, biochemical; Potency, µM (top dose mostly 59.8 µM), inactives show top-dose activity, negative = inhibition, hits mostly inhibitors; 230,000 tested, under 10 active; further: % of control where 0% means no effect
# Target sequence (Q01196 whole entry, looked up): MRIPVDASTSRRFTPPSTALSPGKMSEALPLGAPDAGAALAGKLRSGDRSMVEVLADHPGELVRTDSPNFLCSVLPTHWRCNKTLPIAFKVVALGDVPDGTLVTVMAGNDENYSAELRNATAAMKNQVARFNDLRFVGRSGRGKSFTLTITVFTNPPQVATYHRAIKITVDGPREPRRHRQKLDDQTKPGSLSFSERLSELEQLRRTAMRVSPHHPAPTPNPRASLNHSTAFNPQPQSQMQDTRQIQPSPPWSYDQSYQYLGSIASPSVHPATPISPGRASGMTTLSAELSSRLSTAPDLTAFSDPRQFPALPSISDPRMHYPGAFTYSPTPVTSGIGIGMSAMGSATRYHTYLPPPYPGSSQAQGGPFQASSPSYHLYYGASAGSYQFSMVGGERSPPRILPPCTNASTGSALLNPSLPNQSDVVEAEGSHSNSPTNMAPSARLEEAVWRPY
# Target sequence (Q13951 whole entry, looked up): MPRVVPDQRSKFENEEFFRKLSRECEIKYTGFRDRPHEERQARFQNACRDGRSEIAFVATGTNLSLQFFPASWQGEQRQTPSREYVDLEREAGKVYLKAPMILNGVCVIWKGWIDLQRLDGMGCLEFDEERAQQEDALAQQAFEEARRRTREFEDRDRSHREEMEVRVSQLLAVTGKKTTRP
#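 Inhibition was taken as any reduction in AlphaScreen signal from the CBF-beta–RUNX1 pair (His and biotin tags, 30 nM each), measured after compound (15 min) and bead (90 min) incubations at room temperature.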
# Tau fibril FP – inhibitors of human tau fibril formation; 0.39% of 280,000 active; K18 P301L tau heparin fibrillization, Alexa594 FP, 6 h; Potency, µM (series often up to 57.7 µM), for inactives: at the highest dose activity, negative = inhibition, usual class: inhibitors; P10636; further: potency means the concentration at half of the fitted maximal effect; on the % scale 0 is the no-effect control and ±100 the full control effect; nearly all actives have a fitted effect of over 55% in size
#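 FP of Alexa 594-tau after heparin (20 uM) induction. Substrate: human K18 P301L, 15 uM unlabeled, 0.24 uM labeled. Buffer 100 mM sodium acetate pH 7. 6 hr, 37 C.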
# aGal spleen mod – inhibits or activates alpha-galactosidase in human spleen homogenate; AID 2107; human spleen homogenate, 4MU-alpha-Gal fluorescence, 40 min; Potency, µM (doses to about 80 µM), for the others: top-dose activity change, negative = inhibition, most hits filed as inhibitors; 0.008% of 240,000 active;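 further: potency means the concentration at half of the fitted maximal effect; 0% = enzyme with vehicle and -100% = no enzyme basal signal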
#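 Fluorogenic readout (Ex 365/Em 440 nm) of 4-methylumbelliferone released from 1 mM 4-MU-alpha-galactoside by spleen homogenate, 40 min at 37C, pH 5.0. Data normalized to no-enzyme and enzyme controls; Hill-equation AC50 from compound titrations.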
# Active calls of the source: *; u = inconclusive; x = not tested or not shown; [ ] = dose if it differs, or a comment. Unless noted, the call rests on the fitted dose curve; in most records, active means well fitted curve in the direction sought with a large enough effect; inconclusive means small, poorly fitted or top-dose-only effect, or another doubt; inactive means no such curve, though single readings can be large; an effect the other way counts as inactive or inconclusive. A portion of the library; rates above refer to the full screens.
no. | SMILES | CBFb-RUNX1 inh | Tau fibril FP | Tau fluor cs | Epigenetic derep | TexasRed fluor | TRb SRC2 PPI | aGal spleen mod | NPSR antagonist
1 | CCc1ccc(C(=O)CN(C#N)c2nc(C)cc(C)n2)cc1 | -2% | 3% | -22% | -1.1% | -6% | 1% | 3% | u
2 | CC(C)CCNC(=O)C1CC(c2ccc(C(F)(F)F)cc2)=NO1 (stereo not given) | 5% | -1% | 1% | 0.9% | 1% | -2% | 4% | 17%
3 | O=C(CCC1CCCC1)NCc1cccs1 | 2% | -2% | -2% | 1.1% | -1% | -5% | -2% | 0%[46.1 µM]
4 | OCCC1CN(Cc2nc3ccccc3s2)CCN1C1CCCC1 (stereo not given) | -1% | -2% | 2% | 1.2% | -1% | 7% | -5% | -5%
5 | CCOc1ccccc1N1CCN(S(=O)(=O)c2cccs2)CC1 | -7% | -3% | u | 3.5% | -1% | 1% | -1% | -13%[46.1 µM]
6 | CC1(C)CC(NC(=O)C(F)(F)F)CC(C)(C)N1OC(=O)c1ccco1 | 8% | 2% | 2% | -1.0% | 1% | 3% | -5% | -1%[46.1 µM]
7 | CC1CC(C)(C)NC(=S)N1CCCC(=O)NCCc1ccc(Cl)cc1 (stereo not given) | -3% | 3% | -1% | -0.2% | -1% | -5% | 8% | -8%
8 | CCOc1cc(C(=O)NCc2ccc(C)cc2)ccc1OCC(=O)N1CCOCC1 | 1% | 1% | 4% | -0.3% | 1% | -3% | -3% | -5%
9 | CN(C)c1ccc(/C=N/NC(=O)CNC(=O)c2ccc3c(c2)OCCO3)cc1 | -10% | 3% | -30% | 6.9% | -5% | 4% | 21% | -3%
10 | O=C(OCCN1C(=O)c2ccccc2C1=O)c1cccc(OC(F)F)c1 | 13% | -11% | -28% | -1.0% | -3% | -12% | -8% | -11%[46.1 µM]
11 | CCc1nnc2c(N3CCN(c4cccc(C(F)(F)F)c4)CC3)nc3ccccc3n12 | x | 2% | -17% | -2.3% | -1% | -2% | x | x
12 | CN(CC(=O)NC1CCCCC1)S(=O)(=O)c1cccc2cccnc12 | 0% | 2% | -8% | -0.8% | 0% | 0% | -4% | -23%[46.1 µM]
13 | Cc1cc(C)c2c(-n3cccc3)c(C(=O)O)sc2n1 | 3% | -8% | -12% | 1.0% | 0% | -1% | 3% | -9%[46.1 µM]
14 | CCc1ccc(NS(=O)(=O)c2cc(OC)ccc2OC)cc1 | 0% | -13% | -24% | 0.0% | 0% | 10% | 7% | -11%[7.67 µM]
15 | CCOc1ccccc1CNC(=O)CCCn1c(=O)c2cccn2c2ccc(F)cc21 | x | -8% | u | 0.8% | 1% | 5% | x | x
16 | CCOc1ccccc1NC(=O)CCc1c(C)nn(-c2ccc(N3CCCCC3)nn2)c1C | x | -7% | -10% | 0.0% | u | 7% | x | x
17 | CC(C)OC(=O)C(=O)NNc1ccccc1 | -5% | 10% | 6% | -1.1% | 0% | 5% | -2% | 21%
18 | O=C(Cc1ccccc1)N/N=C/c1ccccc1F | 0% | 2% | -6% | 1.0% | 4% | -5% | 1% | -13%[46.1 µM]
19 | O=C(CSc1nnc(-c2ccc3c(c2)OCO3)n1-c1ccccc1)c1ccc(Cl)cc1 | -3% | -4% | -13% | 2.0% | -2% | -1% | 1% | -40%
20 | O=c1c(-c2cc(-c3ccccc3)nc3c2COc2ccccc2-3)coc2ccc(Cl)cc12 | x | -8% | -13% | 0.0% | 20µM*[quencher] | -8% | x | x
21 | CCCC12CN3CCN(CC(C3)/C1=N\NC(=O)c1ccccc1Cl)C2 | -1% | 11% | -6% | 3.2% | 1% | 2% | 6% | 16%
22 | Cc1cc(C(=O)OCC(=O)c2cccc([N+](=O)[O-])c2)c2cccc(C)c2n1 | -21% | 5% | -28% | 0.2% | -3% | -2% | 9% | -15%[46.1 µM]
23 | O=C(Nc1ccc(F)cc1)Nc1csc2ccccc12 | 2% | 2% | 8.9µM*[quencher] | 0.0% | -4% | -8% | -5% | -36%
24 | Cc1ccc(OCc2nc3ccccc3n2CCOc2ccc(Cl)cc2)cc1 | x | -4% | -12% | 7.8% | -2% | 7% | x | x
25 | O=CN1CCN(C(=O)COc2ccc(Cl)cc2Br)CC1 | 19% | 9% | -10% | -1.9% | -4% | 0% | 3% | 17%

# 12 of the compounds above, screen by screen:
1. CCc1ccc(C(=O)CN(C#N)c2nc(C)cc(C)n2)cc1
2. CC(C)CCNC(=O)C1CC(c2ccc(C(F)(F)F)cc2)=NO1 (stereo not given)
3. O=C(CCC1CCCC1)NCc1cccs1
4. OCCC1CN(Cc2nc3ccccc3s2)CCN1C1CCCC1 (stereo not given)
5. CCOc1ccccc1N1CCN(S(=O)(=O)c2cccs2)CC1
6. CC1(C)CC(NC(=O)C(F)(F)F)CC(C)(C)N1OC(=O)c1ccco1
7. CC1CC(C)(C)NC(=S)N1CCCC(=O)NCCc1ccc(Cl)cc1 (stereo not given)
8. CCOc1cc(C(=O)NCc2ccc(C)cc2)ccc1OCC(=O)N1CCOCC1

Compound,1,2,3,4,5,6,7,8
CBFb-RUNX1 inh,-2%,5%,2%,-1%,-7%,8%,-3%,1%
Tau fibril FP,3%,-1%,-2%,-2%,-3%,2%,3%,1%
Tau fluor cs,-22%,1%,-2%,2%,u,2%,-1%,4%
Epigenetic derep,-1.1%,0.9%,1.1%,1.2%,3.5%,-1.0%,-0.2%,-0.3%
TexasRed fluor,-6%,1%,-1%,-1%,-1%,1%,-1%,1%
TRb SRC2 PPI,1%,-2%,-5%,7%,1%,3%,-5%,-3%
aGal spleen mod,3%,4%,-2%,-5%,-1%,-5%,8%,-3%
NPSR antagonist,u,17%,0%[46.1 µM],-5%,-13%[46.1 µM],-1%[46.1 µM],-8%,-5%

9. CN(C)c1ccc(/C=N/NC(=O)CNC(=O)c2ccc3c(c2)OCCO3)cc1
10. O=C(OCCN1C(=O)c2ccccc2C1=O)c1cccc(OC(F)F)c1
11. CCc1nnc2c(N3CCN(c4cccc(C(F)(F)F)c4)CC3)nc3ccccc3n12
12. CN(CC(=O)NC1CCCCC1)S(=O)(=O)c1cccc2cccnc12

Compound,9,10,11,12
CBFb-RUNX1 inh,-10%,13%,x,0%
Tau fibril FP,3%,-11%,2%,2%
Tau fluor cs,-30%,-28%,-17%,-8%
Epigenetic derep,6.9%,-1.0%,-2.3%,-0.8%
TexasRed fluor,-5%,-3%,-1%,0%
TRb SRC2 PPI,4%,-12%,-2%,0%
aGal spleen mod,21%,-8%,x,-4%
NPSR antagonist,-3%,-11%[46.1 µM],x,-23%[46.1 µM]

# (continued)
no. | SMILES | CBFb-RUNX1 inh | Tau fibril FP | Tau fluor cs | Epigenetic derep | TexasRed fluor | TRb SRC2 PPI | aGal spleen mod | NPSR antagonist
26 | CC1(C)CC(=O)CC(=O)/C1=N\Nc1c(Cl)cc(Cl)cc1Cl | -11% | 3% | -16% | 2.1% | 2% | 3% | 7% | 17%
27 | O=C(NC1CCS(=O)(=O)C1)c1sc2ccccc2c1Cl (stereo not given) | 9% | 7% | 8% | -1.5% | -1% | 3% | -1% | 19%
28 | COc1ccc(NC(=S)N(CCO)Cc2ccccc2)cc1 | -8% | 2% | -1% | -1.4% | -4% | 0% | 1% | -3%
29 | CC1CCCC(C)N1C(=O)COC(=O)CCc1nc2ccccc2c(=O)[nH]1 (stereo not given) | 2% | -1% | -4% | -1.3% | -1%[53 µM] | -6%[53 µM] | 2% | 17%
30 | CC(=O)N1CCC(N(CCN2CCOCC2)C(=S)Nc2cc(C)cc(C)c2)CC1 | u | 0% | 2% | -1.0% | -1% | -3% | -10% | -2%
31 | CCn1nc(C)c(NC(=O)c2ccc(Cl)cc2)c1C | -2% | -7% | -1% | -1.5% | -4% | 1% | 2% | 8%
32 | C/C(=N/NC(=O)c1ccc(O)cc1)c1cccc([N+](=O)[O-])c1 | 16% | -3% | -12% | -1.9% | -2% | 5% | 4% | 3%
33 | Cc1noc(C)c1S(=O)(=O)N1CCC(C(=O)N2CCN(Cc3ccc4c(c3)OCO4)CC2)CC1 | 7% | 0% | -1% | -2.1% | 0% | 11% | -6% | -8%[46.1 µM]
34 | O=C(CN1C(=O)C2C3C=CC(C3)C2C1=O)Nc1ccc(S(=O)(=O)N2CCCCC2)cc1 (stereo not given) | 7% | -5% | -8% | -5.3% | 0% | -2% | -6% | 8%
35 | Cc1cc(C)c(NC(=O)CSc2nnc(-c3ccco3)n2N)c(C)c1 | 2% | -3% | 9% | 0.0% | 0% | -1% | 4% | 1%[46.1 µM]
36 | O=C(CCn1c(=O)oc2ccccc21)n1c(=O)oc2ccccc21 | -15% | 1% | 2% | -2.4% | -1% | -13% | -7% | -2%[46.1 µM]
37 | CCOC(=O)C(NC(=O)Nc1ccc(C(N)=O)cc1)(c1ccccc1)C(F)(F)F (stereo not given) | -12% | 9% | 17% | 0.0% | -2% | 5% | 0% | 0%
38 | COc1ccccc1OCCNC(=O)C(=O)c1c[nH]c2ccccc12 | 2% | -5% | -22% | 1.0% | -3% | 3% | -8% | -16%
39 | O=C(O)CCCCCNCc1c(Cl)cccc1Cl | 0% | 5% | 8% | -1.1% | -8% | -6% | -16% | 8%
40 | Cc1ccc(SCCC(=O)NC(C)(C)C)cc1 | 11% | 11% | 4% | -2.0% | 4% | -14% | -5% | -11%[46.1 µM]
41 | Cn1c(=O)c2c(Nc3ccc(F)cc3)cc(=O)n(-c3ccccc3)c2n(C)c1=O | 6% | -9% | -7% | 0.0% | 1% | -4% | 8% | 21%
42 | CCCn1c(-c2cccs2)nc2c1c(=O)[nH]c(=O)n2Cc1ccccc1 | -4% | -2% | 0% | u | 1% | 4% | -5% | -45%
43 | COCCN(C(=O)CCC(=O)Nc1ccccn1)C(C(=O)NC1CCCC1)c1ccc(OC)cc1 (stereo not given) | 2% | 2% | 0% | -2.0% | -2% | 5% | 0% | -6%[46.1 µM]
44 | COc1cccc(CNC(=O)c2ccc3c(Cl)c4c(nc3c2)CCCC4)c1 | x | 3% | -14% | -1.1% | -29% | 2% | x | x
